# Jurkat NFkB inh = inhibitors of induced NF-kB luciferase reporter, primary screen, TCR NF-kB activation inhibitor project, cell-based, luminescence, uHTS; Jurkat, PMA/ionomycin-induced NF-kB luciferase reporter; inhibition, % at 4 µM; 330,000 compounds, 0.53% hits; AID 435003, 2010
# 697 NFkB inh = inhibitors of PMA/ionomycin-induced NF-kB reporter, 697 cells, primary screen, B-cell NF-kB inhibitor project, cell-based, luminescence, uHTS; 697 B-cell NF-kB luciferase reporter, 16 h; AID 435022, 2010; inhibition, % at 4 µM; 330,000 compounds, 0.33% hits; in the data active = inhibition above about 35%
# HKDC1 inhibitor = HKDC1 hexokinase inhibitors, primary screen, biochemical, fluorescence, uHTS. AID 493160, 2011. 340,000 compounds, 0.16% hits. Q2TB90. recombinant HKDC1, G6PDH/diaphorase resazurin coupled fluorescence. inhibition, % at 20 µM;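 active = inhibition above about 35% when tested at 20 µM, limit read from the data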;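 note: plate controls were DMSO wells with enzyme for no effect and DMSO wells lacking enzyme for full effect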
#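 System: Recombinant HKDC1 hexokinase | Amount: HKDC1 at 5 µg/mL | Reagent: Glucose with 1 mM ATP | Doses: Single 20 µM dose | Incubation: Reaction time 90 min, room temperature, protected from light | Signal: Coupled resazurin fluorescence, excitation 525 nm, emission 613 nm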
# Gli-Sufu block = Gli-Sufu pathway antagonists, primary screen, luciferase luminescence, Sufu-KO-LIGHT cells, uHTS; Sufu-KO-LIGHT fibroblasts, Gli luciferase reporter luminescence; inhibition, % at 5 µM; 340,000 compounds, 0.74% hits; AID 588413, 2011;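 active = inhibition above about 55%, limit read from the data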;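 note: 0% = DMSO-treated cells and 100% = wells with medium but no cells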
# SENP7 inh = SENP7 protease inhibitors, primary screen, biochemical, luminescence, uHTS. 330,000 compounds, 1.5% hits. AID 434973, 2010. inhibition, % at 5 µM. recombinant SENP7, Z-RLRGG-aminoluciferin luminescence, 40 min;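 active = inhibition above about 50% at the single test dose, limit read from the data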;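 note: plate controls were DMSO with enzyme for no effect and no enzyme buffer wells for full effect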
# UBC13 polyUb = UBC13 polyubiquitin chain formation inhibitors, primary screen, biochemical, TR-FRET, uHTS. Ubiquitin-conjugating enzyme E2 N (Homo sapiens), P61088. inhibition, % at 20 µM. 330,000 compounds, 0.47% hits; in the data active = inhibition above about 45%, passing the limit was not always enough
# SENP8 block = SENP8 protease inhibitors, primary screen, biochemical, luminescence; Sentrin-specific protease 8 (Homo sapiens), Q96LD8; purified SENP8, Z-RLRGG-aminoluciferin cleavage; inhibition, % at 10 µM; 330,000 compounds, 1.2% hits; AID 2540, 2010
# Apaf-1 inh = inhibitors of human Apaf-1 apoptosome, primary screen, biochemical, DEVD-Rh110 fluorescence, uHTS. Apoptotic protease-activating factor 1 (Homo sapiens), O14727. reconstituted apoptosome caspase-3 activity. inhibition, % at 20 µM. 330,000 compounds, 0.71% hits. AID 489030, 2010; active = inhibition of at least 40% at 20 µM;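 note: plate controls were DMSO wells for no effect and DEVD-CHO caspase inhibitor wells for full effect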
# Target sequence (O14727 whole entry, looked up): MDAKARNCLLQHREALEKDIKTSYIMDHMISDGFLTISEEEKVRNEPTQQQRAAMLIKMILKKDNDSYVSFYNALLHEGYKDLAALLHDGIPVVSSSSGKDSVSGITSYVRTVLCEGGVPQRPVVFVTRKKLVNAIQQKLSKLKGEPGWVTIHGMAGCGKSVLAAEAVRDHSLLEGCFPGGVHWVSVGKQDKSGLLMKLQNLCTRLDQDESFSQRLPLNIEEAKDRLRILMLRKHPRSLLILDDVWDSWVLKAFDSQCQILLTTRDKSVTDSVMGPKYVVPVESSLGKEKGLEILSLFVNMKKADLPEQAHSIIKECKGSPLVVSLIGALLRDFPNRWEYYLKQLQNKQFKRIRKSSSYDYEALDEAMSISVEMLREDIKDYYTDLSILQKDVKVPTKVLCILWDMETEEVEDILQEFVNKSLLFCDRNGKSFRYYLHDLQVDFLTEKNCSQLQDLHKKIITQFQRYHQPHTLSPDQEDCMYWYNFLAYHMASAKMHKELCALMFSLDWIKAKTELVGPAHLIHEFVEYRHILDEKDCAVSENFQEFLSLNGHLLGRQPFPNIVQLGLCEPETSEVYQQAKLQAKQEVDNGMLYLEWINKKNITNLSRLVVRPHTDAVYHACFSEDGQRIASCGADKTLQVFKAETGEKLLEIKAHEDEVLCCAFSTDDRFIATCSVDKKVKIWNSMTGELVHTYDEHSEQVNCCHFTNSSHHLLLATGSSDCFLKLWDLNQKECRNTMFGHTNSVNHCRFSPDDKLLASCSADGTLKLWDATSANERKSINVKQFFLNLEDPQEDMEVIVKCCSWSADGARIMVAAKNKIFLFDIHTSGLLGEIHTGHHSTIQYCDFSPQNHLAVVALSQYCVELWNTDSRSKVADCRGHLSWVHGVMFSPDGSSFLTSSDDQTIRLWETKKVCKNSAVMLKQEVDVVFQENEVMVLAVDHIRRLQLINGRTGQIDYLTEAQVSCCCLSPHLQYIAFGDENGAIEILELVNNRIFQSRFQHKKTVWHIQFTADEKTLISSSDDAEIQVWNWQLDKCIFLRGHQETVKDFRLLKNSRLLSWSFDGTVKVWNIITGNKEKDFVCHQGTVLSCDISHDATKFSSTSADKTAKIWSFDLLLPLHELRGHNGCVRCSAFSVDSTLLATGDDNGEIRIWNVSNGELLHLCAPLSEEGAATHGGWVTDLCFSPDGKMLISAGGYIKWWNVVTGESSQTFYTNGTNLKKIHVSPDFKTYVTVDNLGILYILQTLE
#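 Material: biochemical Apaf-1 apoptosome reconstitution. Medium: Hepes buffer, pH 7.5. Also added: cytochrome c activation, bis-DEVD rhodamine 110 substrate. Timing: 30 min compound preincubation, 50 min activation, room temperature. Measured by: rhodamine 110 fluorescence at Ex 480/Em 540 nm.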
# * = called active by the depositor. Cut-off read from the data, not from the text of the source, unless noted: active = inhibition above about 50%; inactive = the rest.
SMILES,Jurkat NFkB inh,697 NFkB inh,HKDC1 inhibitor,Gli-Sufu block,SENP7 inh,UBC13 polyUb,SENP8 block,Apaf-1 inh
NC(=O)C1CCCN1 (configuration not stated),6,14,-8,5,1,1,-2,-13
CCn1c(C)nc2cc(S(=O)(=O)Nc3ccc(C)cc3)ccc21,-6,-42,13,9,-3,1,4,-7
Cc1ccc(N/C=C/c2onc(C)c2[N+](=O)[O-])cc1,-221,-243,-6,-115,78*,-56,29,-18
Cc1ccc(NC(=S)N2CCN(S(=O)(=O)c3ccc(C)cc3)CC2)cc1,-9,5,-2,-6,8,1,5,-4
O=C(Nc1ccc(N2CCOCC2)cc1N1CCOCC1)c1cccs1,12,19,-1,-1,-1,4,5,0
COc1ccc(CN2CCN(C(=O)c3c(-c4ccccc4)noc3C)CC2)cc1F,14,6,-5,5,2,-2,4,-11
CNC(=O)c1[nH]cnc1C(=O)Nc1cccc(Cl)c1,-7,-4,-5,15,4,2,0,-9
Cc1noc(C)c1NC(=O)N(C)C[C@H]1Oc2c(NC(=O)Nc3ccc(C(F)(F)F)cc3)cccc2C(=O)N([C@H](C)CO)C[C@@H]1C,27,11,-3,-7,-2,-3,-15,8
Cn1nc(C(=O)Nc2cc(Cl)ccc2N2CCCC2)c2ccccc2c1=O,3,-13,-1,0,-3,-4,-2,30
NC(=O)CC(NC(=O)c1ccc(Br)cc1)c1ccc(N2CCN(c3ccccc3)CC2)c([N+](=O)[O-])c1 (configuration not stated),-30,-18,-3,10,-9,0,6,15
COC(=O)c1ccccc1NC(=O)C1CC(=O)N(c2ccc(C)cc2)C1 (configuration not stated),-2,0,2,6,0,1,7,3
Cc1cnc(NC(=O)CSc2nnc(-c3ccncc3)n2C2CCCCC2)s1,-1,-4,6,5,1,11,0,1
CCN(CC)C(=O)c1cccc(NC(=O)CCc2nc3sc4c(c3c(=O)[nH]2)CCCC4)c1,9,14,-2,3,10,-1,-12,13
O=c1[nH]c(O)c(N=Nc2ccc(Cl)c(S(=O)(=O)Nc3ccccc3Cl)c2)c(=O)[nH]1,8,15,-1,1,-1,-12,9,-5
Cc1ccc2nc(SCC(=O)N/N=C/c3ccco3)cc(C)c2c1,8,8,0,-1,-1,-10,-5,-21
Cc1cc(NC2CCCCC2)n2c(n1)nc1ccccc12,3,-9,-14,-7,-3,16,3,-1
O=C(COc1nsnc1N1CCOCC1)Nc1cccc(Cl)c1,-13,-7,-4,5,-4,5,-6,-4
O=C(NCCNc1ccnc2cc(Cl)ccc12)c1ccccc1F,56*,-37,-3,67*,0,9,14,-1
COc1ccc(CCNC(=O)CCNS(=O)(=O)c2cccc(Cl)c2)cc1OC,0,9,-5,12,2,0,-9,6
COc1cccc(-c2csc(N3CCN(C(=O)NC45CC6CC(CC(C6)C4)C5)CC3)n2)c1,-9,-6,10,4,-1,-6,-10,22
CCCOC(=O)c1ccc(NC(=O)C2C3CCC(C3)C2C(=O)O)cc1 (configuration not stated),-28,-76,-9,-5,1,-6,-6,9
NC(=O)CC[C@@H]1NC(=O)[C@H](CO)NC(=O)c2cc([N+](=O)[O-])cc(I)c2NCCC[C@@H](C(N)=O)NC(=O)[C@H](Cc2ccc(O)cc2)NC1=O,10,12,7,34,5,-3,-1,-10
Cc1ccc(C(C)C)cc1OCC(=O)Nc1ccccc1N1CCCC1,1,-29,3,21,13,-9,0,16
O=S(=O)(NCCc1ccncc1)c1ccc(S(=O)(=O)N2CCCCCC2)cc1,15,-9,-10,8,-3,-15,-3,1
CCOP(=O)(c1ccc(N(C)C)cc1)C(O)c1ccc(OC)cc1 (configuration not stated),-4,10,56*,10,6,4,7,-1

# Next part (seven carried over from the part before).
SMILES,Jurkat NFkB inh,697 NFkB inh,HKDC1 inhibitor,Gli-Sufu block,SENP7 inh,UBC13 polyUb,SENP8 block,Apaf-1 inh
COc1ccc(CCNC(=O)CCNS(=O)(=O)c2cccc(Cl)c2)cc1OC,0,9,-5,12,2,0,-9,6
COc1cccc(-c2csc(N3CCN(C(=O)NC45CC6CC(CC(C6)C4)C5)CC3)n2)c1,-9,-6,10,4,-1,-6,-10,22
CCCOC(=O)c1ccc(NC(=O)C2C3CCC(C3)C2C(=O)O)cc1 (configuration not stated),-28,-76,-9,-5,1,-6,-6,9
NC(=O)CC[C@@H]1NC(=O)[C@H](CO)NC(=O)c2cc([N+](=O)[O-])cc(I)c2NCCC[C@@H](C(N)=O)NC(=O)[C@H](Cc2ccc(O)cc2)NC1=O,10,12,7,34,5,-3,-1,-10
Cc1ccc(C(C)C)cc1OCC(=O)Nc1ccccc1N1CCCC1,1,-29,3,21,13,-9,0,16
O=S(=O)(NCCc1ccncc1)c1ccc(S(=O)(=O)N2CCCCCC2)cc1,15,-9,-10,8,-3,-15,-3,1
CCOP(=O)(c1ccc(N(C)C)cc1)C(O)c1ccc(OC)cc1 (configuration not stated),-4,10,56*,10,6,4,7,-1
O=C1CSC(c2cccnc2)N1CCc1ccccn1 (configuration not stated),-10,-1,0,-4,-5,2,0,14
COc1cccc(C(=O)N/N=c2\oc3c(OC)cccc3cc2C(=O)NCc2ccccc2)c1,10,10,5,33,0,12,0,2
COc1ccc(/C=N/n2cc(-c3ccccc3)nc2N)cc1,-8,5,-3,23,4,-4,-5,-6
CCC(=O)N/N=C(\C)CC(=O)Nc1ccc2ccccc2c1,-18,-39,3,-6,-3,-9,-12,5
COc1cccc(/C=C/C(=O)OCC(=O)c2c(N)n(C)c(=O)n(C)c2=O)c1,-18,-44,-3,-13,-4,1,-12,18
CCNc1nc(NCC)nc(N2CC(=O)N(CC(=O)OCC)C2=N)n1,4,-9,4,-19,-9,1,-5,10
O=S(=O)(Cc1ccc(Cl)cc1)NCc1cccnc1,-1,-30,1,4,0,0,4,-12
Cc1c(CCO)c(=O)[nH]n1S(=O)(=O)c1ccc(F)cc1,-10,-2,-2,6,2,2,-3,8
COc1cc(OC)cc(C(=O)N[C@H](C(=O)OCC(=O)Nc2ccc3c(c2)OCO3)C(C)C)c1,4,17,5,6,4,14,7,0
O=C(NC1CCCCC1)c1cc(S(=O)(=O)N2CCCCC2)ccc1N1CCOCC1,8,15,-4,1,2,7,3,-12
CCOc1ccc(C(=O)CSc2nnc(C3CC3)n2C)cc1,-26,-4,2,-3,-2,-4,-12,-3
Cc1n[nH]c(=O)c2c(NC(=O)CSc3nn(-c4ccccc4)c(=S)s3)oc(C)c12,-1,4,4,-12,2,-6,6,4
CCOc1ccc(Nc2cc(Nc3ccccc3OCC)nc(C=C(C#N)C#N)n2)cc1,-2,2,-3,2,0,-12,0,14
CN(C)CCn1c(N)nc2ccccc21,4,14,4,-1,6,-5,1,-11
Nn1c(SCC(=O)N2CCCc3ccccc32)nncc1=O,6,-5,-2,-6,11,-2,0,-19
c1ccc(Nc2ccccn2)cc1,-4,0,2,-8,5,1,5,2
Cc1ccccc1OCC(=O)Nc1cccc(S(=O)(=O)NC2=NCCC2)c1,-5,12,-4,-7,5,6,1,-6
COc1ccccc1C1c2ccc3ccccc3c2Oc2ncn(CCN(C)C)c(=N)c21 (configuration not stated),78*,7,0,8,8,37,3,19
O=C(NCc1cccs1)C1CCCN1C(=O)Nc1ccc(F)cc1 (configuration not stated),12,6,-9,-1,9,8,1,-20
CCOC(=O)C1CCCN(C(=S)NC(=O)c2cc(Br)ccc2Cl)C1 (configuration not stated),9,-5,2,-2,4,-4,3,-6
COC(=O)c1nnn(-c2cc(Cl)cc(Cl)c2)c1C(=O)OC,1,-8,4,32,-11,-2,-3,-12
CCOC(=O)C1=C[C@]2(CC)CCCN3CCc4c(n1c1ccccc41)[C@@H]32,1,0,-2,28,6,8,0,9
O=C(NC1CC1)C1=C[C@@H](c2c[nH]c3ccccc23)C[C@@H](OCc2ccc(CO)cc2)O1,10,15,5,14,16,-7,-6,19
COc1ccc(/C=N/NC(=O)c2nnn(-c3nonc3N)c2-c2cccs2)cc1OC,-10,-17,0,-10,-16,-5,-1,3
CCC(=O)Nc1c(C(=O)N2CCCCCC2)cnn1-c1ccc(C)c(C)c1,-2,12,-11,-1,10,0,-5,-6

# Further structures
SMILES,Jurkat NFkB inh,697 NFkB inh,HKDC1 inhibitor,Gli-Sufu block,SENP7 inh,UBC13 polyUb,SENP8 block,Apaf-1 inh
O=C(NCCCO)c1cc2ccccc2[nH]1,-1,12,-5,-7,0,1,0,-7
O=[N+]([O-])c1cc([N+](=O)[O-])c2c(=Nc3ccccc3)n(-c3ccccc3)n(O)c2c1,2,0,16,12,6,-44,6,25
COc1ccc(N2C(=O)CC(S/C(N)=N/N=C(\C)c3cccs3)C2=O)cc1 (configuration not stated),-8,-8,1,-1,-2,-14,-9,15
Cc1ccccc1OCC(=O)Nc1c2c(nn1C(C)(C)C)CS(=O)(=O)C2,-7,-26,-6,6,-12,-12,-7,1
COc1ccc(-c2onc3ccc(Cl)cc23)cc1,-18,-22,0,-18,4,6,-8,1
CCOC(=O)c1ccccc1NC(=O)c1ccc(N(C)S(C)(=O)=O)cc1,10,23,-9,3,0,8,-2,1
CCN(CC(=O)Nc1c(F)cccc1F)C(=O)CNC(=O)COc1ccccc1,-1,11,-3,26,-4,1,-11,-9
O=C(COC(=O)/C=C/c1ccc2ccccc2n1)NNC(=O)c1ccc([N+](=O)[O-])cc1,12,-3,5,-5,10,4,-5,4
CCN(CC)S(=O)(=O)c1ccc2c(c1)oc(=O)n2CC(=O)NC1CCCCC1,-4,-3,-1,0,-2,-6,12,13
CCOC(=O)N1CCC(Nc2nc3ccccc3nc2NS(=O)(=O)c2ccc(Cl)cc2)CC1,-56,-62,10,6,8,-8,13,16
Cn1cc(C(=O)NCC2COc3ccccc3O2)c(=O)c2cc(S(=O)(=O)N3CCCCC3)ccc21 (configuration not stated),-9,-27,-10,-9,-15,13,-6,22
O=C(NCC(=O)N1CCCCC1)c1ccc(Cl)cc1Cl,-48,-53,-7,-55,2,0,-4,11
Cc1ccc(-c2csc(NC(=O)c3cnccn3)n2)cc1C,-6,-14,-1,-15,-2,-6,-8,-9
Cc1ccc(S(=O)(=O)CCN2C=CC(C(F)(F)F)=NCC2)cc1,5,14,-5,-10,4,4,1,-3
CCSCc1nnc(SCC(=O)c2ccc(OC)cc2)n1C,7,6,-6,4,5,4,-4,-12
Cc1cc(C)cc(NC(=O)Cn2c(=O)oc3cc(S(=O)(=O)N4CC(C)CC(C)C4)ccc32)c1 (configuration not stated),-4,3,1,3,1,-19,10,7
COc1cc(S(=O)(=O)N(CCc2ccccc2)Cc2cccs2)ccc1-n1cnnn1,12,-21,-1,1,5,-1,-4,-4
Cc1cc(=O)[nH]c(SCC(=O)N2CCN(C(c3ccccc3)c3ccccc3)CC2)n1,-5,12,-7,5,-2,0,0,-1
C=COCCNC(=O)C(=O)NCC(C)C,2,-4,-2,-6,9,4,3,4
O=C(c1csc2ccccc12)n1cccn1,10,-5,3,-4,-5,12,0,-10
Cc1ccc(NC(=O)CN2C(=O)COc3ccc(S(=O)(=O)N4CCOCC4)cc32)cc1F,3,-3,-6,0,6,-3,-10,-13
COc1ccc([C@@H]2[C@@H](C(=O)C(C)(C)C)N3N=Cc4ccccc4[C@@H]3C23C(=O)OC(C)(C)OC3=O)cc1OC,-4,22,-13,-4,6,-10,4,7
CCCCNC(=O)CCn1nc(-c2ccc(Cl)cc2)ccc1=O,-17,-1,0,30,0,1,5,4

# From PubChem BioAssay
